Screening data deposited in PubChem BioAssay by National Center for Advancing Translational Sciences (NCATS).
ATXN2 expr inh: Primary qHTS for Inhibitors of ATXN expression | actives 0.72% (n = 360,000) | Potency, µM (highest dose often 57 µM), inactives show at the highest dose activity change, negative = inhibition, hits mostly inhibitors | HEK-293 ATXN2-luciferase reporter, luminescence, 24 h; also: potency is read from the fitted curve at half-maximal effect; % is scaled to controls: 0 for no effect and ±100 for the full control effect; nearly all actives have a fitted effect of over 55% in size
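qHTS (up to 57 uM final) was run with 24 h compound exposure of reporter cells at 37 °C. Each well was multiplexed: SteadyGlo luminescence measured ATXN2-luciferase expression after a fluorogenic Gly-Phe-AFC viability readout (25 uM final).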
HT1080 IDH1KD tx: qHTS for induction of synthetic lethality in tumor cells producing 2HG: qHTS for the HT-1080-IDH1KD cell line | HT-1080 IDH1 knockdown viability, ATP luminescence, 48 h | Potency, µM (series often up to 46.1 µM), for the others: top-dose activity, negative = toxicity, hits mostly cytotoxic | actives 2% (n = 360,000);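 also: potency is read from the fitted curve at half-maximal effect; 0% = DMSO wells and -100% = cell-free medium wells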
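HT-1080-IDH1KD cells (IDH1 knocked down), 750/well in RPMI with 5% FBS, treated with compound 48 h at 37 degrees C. Viability by CellTiter-Glo luminescence, normalised to DMSO and no-cell wells; concentration-response curves classed.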
KB-V1 MDR tox: qHTS assay for MDR1-selective chemotherapeutics: Primary screen using the drug-selected MDR subline cells KB-V1; KB-V1 MDR cells viability, CellTiter-Glo, 72 h; Potency, µM (highest dose often 46.1 µM), for the others: at the highest dose activity change, negative = cytotoxicity, actives largely listed as cytotoxic; actives 3.4% (n = 400,000); AID 1347076, 2019; also: potency is read from the fitted curve at half-maximal effect; % is scaled to controls: 0 for no effect and ±100 for the full control effect; nearly all actives have a fitted effect of over 60% in size
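Cytotoxicity toward P-gp-expressing KB-V1 cells was determined as loss of CellTiter-Glo luminescence after 72 h at 37 degrees C. Compounds were tested in quantitative HTS format across a concentration range, with curves fitted to normalized data.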
IL1B secr inh: qHTS for Inhibitors of Inflammasome Signaling: IL-1-beta AlphaLISA Primary Screen | THP-1 LPS/ATP IL-1B secretion, AlphaLISA, 16 h; active compounds read low | activity change, % at 57.5 µM | actives 4.7% (n = 360,000); in the data active = activity change below about -50%; inconclusive = mostly about -30% to -49%; also: % is scaled to controls: 0 for no effect and ±100 for the full control effect
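THP-1 cells pretreated 1 hr with compounds (up to 57.5 uM final), then stimulated with LPS (250 ng/mL final) plus ATP (1.25 mM final); secreted IL-1B measured by AlphaLISA after 16 hr, decreased signal indicating inhibition.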
KB-3-1 cytotox: qHTS assay for MDR1-selective chemotherapeutics: Primary screen using the parental adenocarcinoma cell KB-3-1; actives 1.4% (n = 400,000); KB-3-1 viability, CellTiter-Glo ATP luminescence, 72 h; Potency, µM (doses to about 46.1 µM), inactives show top-dose activity change, negative = cytotoxic, actives largely listed as cytotoxic; also: potency is read from the fitted curve at half-maximal effect; % is scaled to controls: 0 for no effect and ±100 for the full control effect; nearly all actives have a fitted effect of over 60% in size
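Luminescent ATP read-out (CellTiter-Glo) measures survival of drug-naive KB-3-1 cells after 72 h compound exposure at 37 °C. Titration series was screened from lowest to highest concentration, with DMSO vehicle plates as background controls.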
S2 tox: Viability Counterscreen for Primary qHTS for Inhibitors of ATXN expression; S2 cells (HEK-293 line with an ATXN2-luciferase reporter) viability, CellTiter-Fluor protease fluorescence, 24 h; Potency, µM (highest dose often 56.7 µM), most hits filed as cytotoxic; actives 0.49% (n = 400,000); also: potency is read from the fitted curve at half-maximal effect; nearly all actives have a fitted effect of over 40% in size
HT1080NT lethal: qHTS for induction of synthetic lethality in tumor cells producing 2HG: qHTS for the HT-1080-NT fibrosarcoma cell line; actives 1.6% (n = 360,000); HT-1080-NT fibrosarcoma viability, CellTiter-Glo ATP luminescence, 48 h; Potency, µM (titrated, usually from 46.1 µM), inactives show at the top dose activity, negative = less viability, usual class: cytotoxic; AID 686970, 2013;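 also: NT is the 2HG producing partner of a matched IDH1 knockdown line; potency is read from the fitted curve at half-maximal effect; 0% = DMSO-treated cells and -100% = media-only wells without cells; nearly all actives have a fitted effect of over 55% in size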
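HT-1080-NT fibrosarcoma cells (2HG-overproducing), 750 cells/well in RPMI with 5% FBS, dosed after 2 h and incubated 48 h at 37C. CellTiter-Glo luminescence normalized to DMSO and no-cell wells; concentration-response curves fitted and classed.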
MCF10A rerep: A quantitative high throughput screen for small molecules that induce DNA re-replication in MCF 10a normal breast cells; MCF 10A DNA re-replication, Hoechst nuclear intensity, 48 h; Potency, µM (highest dose often 46.1 µM), for inactives: at the highest dose activity, positive = re-replication, most hits filed as activators; actives 2.9% (n = 350,000); AID 624296, 2012; also: potency is read from the fitted curve at half-maximal effect; % of control where 0% means no effect; nearly all actives have a fitted effect of over 50% in size
SW480 rerep: A quantitative high throughput screen for small molecules that induce DNA re-replication in SW480 colon adenocarcinoma cells. SW480 DNA re-replication, Hoechst DNA content imaging, 48 h. Potency, µM (series often up to 46.1 µM), inactives show top-dose re-replication activation, usual class: activators. actives 1.8% (n = 340,000). AID 624297, 2012; also: potency is read from the fitted curve at half-maximal effect; % of control where 0% means no effect; nearly all actives have a fitted effect of over 55% in size
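Image-based read-out: total Hoechst fluorescence of nuclei (405 nm excitation, 500-530 nm emission), with hits raising the fraction of high-intensity nuclei. SW480 colon cells incubated 48 hr with compounds at 37 C.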
An asterisk follows results filed as active; i = inactive; ? = inconclusive; / = not tested or not shown; & = joins results of further samples; [ ] = remark or other dose. Unless noted, calls follow the shape of the dose curve; as a rule, active = well fitted curve in the direction sought with a large enough effect; inconclusive = small, poorly fitted or top-dose-only effect, or another doubt; inactive = no such curve, though single readings can be large; an effect the other way counts as inactive or inconclusive.

SMILES	ATXN2 expr inh	HT1080 IDH1KD tx	KB-V1 MDR tox	IL1B secr inh	KB-3-1 cytotox	S2 tox	HT1080NT lethal	MCF10A rerep	SW480 rerep
CC(C)CNC(=O)NC(=O)CSc1nc2ccccc2n1CC(C)C	-4%	-17%	-27%	-9	-2%	i	-16%	10%	-1%
CC(C)c1ccc(NC2CCCN(C(=O)c3cccc(N4CCNC4=O)c3)C2)cc1 (stereo not given)	-16%	?	10%	15	4%	i	-6%	-1%	-6%
COC(=O)[C@H](Cc1ccccc1)NC(=O)NCc1ccc(S(N)(=O)=O)cc1	-4%	5%	1%	19	0%	i	16%	-2%	1%
COc1ccc2nc(/N=C(\N)NC(=O)C(C)(C)C)nc(C)c2c1	27%	-1%	?	?	-8%	i	4%	15%	4%
COc1ccccc1C1/C(=C(\O)c2ccc3c(c2)OCCO3)C(=O)C(=O)N1CCCn1ccnc1 (stereo not given)	17%	14%	0%	1	7%	i	11%	1%	2%
COc1ccc(-c2nnc(SC(C)C(=O)O)o2)cc1 (stereo not given)	0%	/	-1%	/	3%	i	/	/	/
COc1cccc(C(=O)CC(=O)C(=O)Nc2cccc([N+](=O)[O-])c2C)c1	-20%	-29%	14%	-92*	-1%	i	?	?	-4%
N#CC(c1cccc(Cl)c1)c1ccc2c(C(F)(F)F)cc(C(F)(F)F)nc2n1 (stereo not given)	2.5µM*	?	0.92µM*	-105*	?	5.6µM*	9.2µM*	?	?
CC(=O)Nc1ccc(S(=O)(=O)Nc2ccccn2)cc1	?	0%	-4%	-11	-3%	i	-6%	-8%	-7%
CN(C)CCCNc1nc(N)c([N+](=O)[O-])c(NCCO)n1	-30%	0%	?	22	-1%	i	3%	1%	-6%
O=C(Cn1cnc(S(=O)(=O)N2CCCC2)c1)Nc1cccc(F)c1	13%&12%	15%	?	9	12%&10%	i	3%	11%	0%
O=C(NCc1cccnc1)c1cccc(S(=O)(=O)N2CCCC2)c1	-11%	11%	17%	11	0%	i	12%	0%	1%
COc1cccc(N(C(=O)Cn2nnc(-c3ccc(C)o3)n2)C(C(=O)NC2CCCC2)c2ccncc2)c1 (stereo not given)	6%	3%	15%	10	2%	i	-29%	0%	28%
COc1ccc(S(=O)(=O)N[C@@H](Cc2ccc(Cl)cc2)C(=O)N2CC[C@@]3(O)CCCC[C@H]3C2)cc1	-10%	-14%	14%	-13	-6%	i	-11%	7%	-4%
Cc1ccc(CNC(=O)Cc2cccs2)cc1	12%	6%	17%	26	-6%	i	1%	0%	-9%
Cc1ccc(CNS(=O)(=O)c2cccc3nsnc23)cc1	-15%	0%	-5%	25	3%	i	0%	8%	-2%
O=C(CSc1nnc(-c2ccncc2)o1)Nc1ccc(F)c(F)c1	10%	10%	?	-5	36%	i	1%[9.24 µM]	1%	-16%
COc1ccc([N+](=O)[O-])cc1NCC(=O)Nc1cc(S(=O)(=O)N2CCCCC2)ccc1C	/	5%	?	-1	-12%	?	-10%	-5%	-6%
O=C(Nc1cccc(NC(=O)c2ccc(F)cc2)c1)c1ccc(F)cc1	/	0%	7%	8	6%	?	-2%	0%	-20%
Cc1ccccc1-n1c(C)nnc1SCC(=O)N1CC(=O)Nc2ccccc21	-2%	8%	6%	29	7%	i	0%	-1%	-6%
CC1=NN(c2ccc(C)cc2C)C(=O)C1C(c1ccccc1)C1C(=O)N(c2ccc(C)cc2C)N=C1C (stereo not given)	-6%	5%	10%	29	14%	i	1%	-2%	-9%
COc1ccc(/C=C/C(=O)NC(=S)NNC(=O)c2cccnc2)cc1OC	14%	-9%	-8%	0	1%	i	-1%	18%	8%
FC(F)(F)c1cnc(COc2ccc(Cl)cc2Cl)c(Cl)c1	-4%	21%	6%	-13	10%	i	28%	-2%	-1%
C[C@@]12CCC=C[C@H]1[C@H](c1ccc3ccccc3c1Br)N(Cc1ccccc1)C2=O	?	?	?	-55*	?	35µM*	?	?	18%
CCC(=O)N1CCc2cc(S(=O)(=O)N3CCN(c4ccccc4Cl)CC3)ccc21	25%	8%	10%	5	-1%	i	-1%	-2%	-3%
Cc1cc(NC(=O)c2cc(C)on2)no1	24%	10%	7%	0	10%	i	9%	-7%	-9%
Cc1ccc(NC(=O)CSc2nnc3ccc(-c4cccnc4)nn23)cc1	13%	2%	0%	23	1%	i	9%	-8%	-117%[inhibitor]
COc1ccc(CCNC(=O)CSc2nc3ccccc3nc2Cc2ccc(C)cc2)cc1OC	6%	/	6%	/	2%	i	/	/	/
Cc1ccc(C(=O)NNC(=O)c2ccc(NS(=O)(=O)c3cccs3)cc2)o1	1%	-7%	11%	0	-3%	i	-4%[9.24 µM]	5%	-6%
O=C1Nc2cc(Cl)c(Cl)cc2N(O)N1c1ccccc1	3%	27%	3%	5	16%	i	7%	-2%	-7%

Sorted by value in SW480 rerep (high to low): some entries from above.
| structure | IL1B secr inh | SW480 rerep |
| --- | --- | --- |
| COc1ccc(/C=C/C(=O)NC(=S)NNC(=O)c2cccnc2)cc1OC | 0 | 8% |
| COc1ccc2nc(/N=C(\N)NC(=O)C(C)(C)C)nc(C)c2c1 | ? | 4% |
| O=C(Cn1cnc(S(=O)(=O)N2CCCC2)c1)Nc1cccc(F)c1 | 9 | 0% |

Continued.
SMILES	ATXN2 expr inh	HT1080 IDH1KD tx	KB-V1 MDR tox	IL1B secr inh	KB-3-1 cytotox	S2 tox	HT1080NT lethal	MCF10A rerep	SW480 rerep
C=CCNCCOc1ccc(C(C)(C)c2ccccc2)cc1	10%	11%	-24%	?	-3%	i	-1%	?	-4%
CC(C)C(=O)Nc1c2c(nn1-c1ccc([N+](=O)[O-])cc1)CS(=O)(=O)C2	2%	6%	-2%	-1	3%	i	2%	2%	11%
Cc1cccc(Cn2c(=O)n(CCc3ccccc3)c(=O)c3sc4ccccc4c32)c1	10%	/	0%	/	-2%	i	/	/	/
Cc1[nH]n(C(N)=S)c(=O)c1N=Nc1cc(C(F)(F)F)ccc1Cl	-8%	15%	?	13	-27%	i	21%	?	-4%
Clc1ccc(CON/C=N/c2ncnc3sccc23)c(Cl)c1	-26%	-8%	?	?	-23%	i	-16%	?	-9%
O=S(=O)(Nc1ccc(Cl)c(Cl)c1)N1CCOCC1	-1%	-1%	5%	4	1%	i	4%	-5%	-10%
CCCC(C(=O)NC1CCCCC1)N(CC1CCCO1)C(=O)CNS(=O)(=O)c1ccc(F)cc1 (stereo not given)	3%	0%	0%	-20	-5%	i	-1%	15%	9%
CCCOn1nnnc1-c1ccccc1	7%	10%	2%	13	6%	i	14%	-1%	1%
COc1cccc(C(=O)NCC(c2ccc3c(c2)OCO3)N2CCN(C)CC2)c1 (stereo not given)	1%	/	5%	/	5%	?	/	/	/
CCCN1CCN(CCCNC(=O)C2CCN(c3nnc(-n4cccc4)s3)CC2)CC1	-7%	13%	10%	-2	3%	i	3%	-2%	-11%
CSc1ccc(Cl)c(C(=O)Nc2ccc(OCC(N)=O)cc2)c1	2%	-13%	25%	?	-8%	i	-14%[9.24 µM]	-1%	-3%
COc1ccc(C(=O)OCC(=O)N(C)C2CCS(=O)(=O)C2)cc1S(=O)(=O)N(C)Cc1ccccc1 (stereo not given)	-5%	-12%	-4%	-8	28%	i	-2%	7%	3%
CCOc1ccc(/C=C(\C(=O)O)c2ccc(S(=O)(=O)N3CCCCC3)s2)cc1OC	-1%	-5%	/	-8	/	i	-19%	1%	-5%
COc1ccc(CSc2nnc(N)s2)cc1F	20%	0%	-20%	-14	-1%	i	-8%	-4%	1%
C/C(N)=C(/C#N)C(=O)COc1ncnc2ccc(Br)cc12	1%	-8%	6%	58	3%	?	-4%	-2%	-2%

Pulled by compound from the entries so far:
SMILES	ATXN2 expr inh	HT1080 IDH1KD tx	KB-V1 MDR tox	IL1B secr inh	KB-3-1 cytotox	S2 tox	HT1080NT lethal	MCF10A rerep	SW480 rerep
CCOc1ccc(/C=C(\C(=O)O)c2ccc(S(=O)(=O)N3CCCCC3)s2)cc1OC	-1%	-5%	/	-8	/	i	-19%	1%	-5%
COc1cccc(C(=O)NCC(c2ccc3c(c2)OCO3)N2CCN(C)CC2)c1 (stereo not given)	1%	/	5%	/	5%	?	/	/	/
CCCC(C(=O)NC1CCCCC1)N(CC1CCCO1)C(=O)CNS(=O)(=O)c1ccc(F)cc1 (stereo not given)	3%	0%	0%	-20	-5%	i	-1%	15%	9%
Cc1cccc(Cn2c(=O)n(CCc3ccccc3)c(=O)c3sc4ccccc4c32)c1	10%	/	0%	/	-2%	i	/	/	/
Cc1[nH]n(C(N)=S)c(=O)c1N=Nc1cc(C(F)(F)F)ccc1Cl	-8%	15%	?	13	-27%	i	21%	?	-4%

Other compounds
SMILES	ATXN2 expr inh	HT1080 IDH1KD tx	KB-V1 MDR tox	IL1B secr inh	KB-3-1 cytotox	S2 tox	HT1080NT lethal	MCF10A rerep	SW480 rerep
C[C@H]1CN([C@@H](C)CO)S(=O)(=O)c2ccc(Br)cc2O[C@H]1CN(C)C(=O)Nc1ccccc1F	-5%	3%	9%	-16	4%	i	-1%	/	/
CCc1ccc(C(O)c2ncc(-c3cccc(C(F)(F)F)c3)[nH]2)cc1 (stereo not given)	?	?	?	-4	-24%	i	23µM*	/	/
CCN=C1SC(C(=O)Nc2cccc(OCC)c2)CC(=O)N1CC (stereo not given)	0%	?	?	-12	-2%	i	6%	-1%	1%
O=c1[nH][nH]c2c1[C@H](c1ccc(Cl)cc1)O[C@H](CCc1ccccc1)C2	-7%	?	4%	-6	-8%	i	-26%	/	/
